DNMT1 inh: DNMT1 (human) enzyme inhibition. P26358. DNMT1 molecular beacon, Hinp1I cleavage, fluorescence. inhibition (reported as % activation of signal), % at 10 µM. hit rate 0.83% among 360,000. AID 588458; in the data active = inhibition above about 50%
SUMO1 PPI mod: modulators of human SUMO1-mediated protein-protein interactions; P63165; SUMO1 binding to a labelled peptide, TR-FRET, 1 h; inhibition, % at 20 µM; hit rate 0.33% among 360,000; in the data active = inhibition above about 37%
Target sequence (P63165 whole entry, looked up): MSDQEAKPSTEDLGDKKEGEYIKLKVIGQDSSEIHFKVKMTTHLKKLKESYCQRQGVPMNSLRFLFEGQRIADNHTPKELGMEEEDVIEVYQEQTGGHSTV
MT1-MMP act inh: blocks activation of human MT1-MMP. P50281. hit rate 0.061% among 360,000. GFP/RFP ratio change, % at 20 µM. HT1080 RFP-PRO-GFP cells, GFP/RFP ratio fluorescence, overnight; percent of plate control window, DMSO zero;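 active = GFP/RFP ratio change of at least 30% with cell ATP level not reduced by more than half and red fluorescence within 50% of control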; note: strong numbers were not always called active
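Assay system: HT1080 cells carrying an RFP-PRO-GFP reporter | Dosing: Single dose of 20 µM compound, 1% DMSO final | Incubation: Cells overnight before dosing, compound overnight, 37 °C, 5% CO2 | Evaluation: GFP/RFP fluorescence ratio | Control set: DMSO and RFP-L50D-GFP cell wells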
NRP1-CendR mod: NRP-1/CendR interaction modulation. FAM-RPARPAR peptide binding to NRP-1, fluorescence polarization. inhibition, % at 25 µM. hit rate 0.85% among 360,000;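 active = inhibition or corrected inhibition above about 18%, plus a signal ratio from 0.5 to 1.5, limit read from the data, passing the limit was not always enough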; note: strong numbers were not always called active
Scp1 inh: inhibitors of human Scp-1 phosphatase | Recombinant Scp1, phosphopeptide, malachite green phosphate absorbance | AID 493091 | inhibition, % at 20 µM | hit rate 0.88% among 340,000 | Q9GZU7;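 active = inhibition above about 50% at 20 µM, limit read from the data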;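 note: plate controls were DMSO wells with enzyme for no effect and wells lacking enzyme for full effect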
Target sequence (Q9GZU7 76-261 limits assumed): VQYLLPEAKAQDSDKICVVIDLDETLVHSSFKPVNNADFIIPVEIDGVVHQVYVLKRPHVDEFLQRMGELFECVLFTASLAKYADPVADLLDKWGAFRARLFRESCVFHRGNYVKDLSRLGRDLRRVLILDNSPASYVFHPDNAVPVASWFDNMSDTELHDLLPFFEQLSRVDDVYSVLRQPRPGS
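Test system – truncated SCP-1 phosphatase (76-261aa) · Reagent – Phosphorylated 17-residue peptide substrate · Incubation – 45 min room-temperature reaction, 5 min colour, 30 min stabiliser · Detection – colorimetric phosphate reagent with accelerator and stabiliser, absorbance at 630 nm · Measure – % inhibition at 20 µM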
SKN-1 block: blocks SKN-1 activity in C. elegans; C. elegans VP596 Pgst-4::GFP/RFP ratio, acrylamide-induced, 24 h; inhibition, % at 21.8 µM; hit rate 0.49% among 360,000;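 active = interference check ratio from 0.5 to 1.5 plus GFP to RFP signal ratio inhibition reaching or exceeding a fixed threshold, cut at about 30% in these data, passing the limit was not always enough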; note: some compounds called inactive have numbers as strong as hits
STEP inh: STEP (human) phosphatase inhibition. P54829. AID 588621. hit rate 0.25% among 360,000. recombinant STEP, OMFP fluorogenic substrate, fluorescence. inhibition, % at 20 µM;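 active = inhibition at 20 µM, scaled per plate between control wells, above about 37%, limit read from the data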;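 note: 0% = DMSO with enzyme and substrate and 100% = substrate only without enzyme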
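Also added – OMFP at 25 µM · Test system – STEP tyrosine phosphatase · Technique – FITC-channel fluorescence of OMFP product · Schedule – 20 min at room temperature, dark · Evaluation – control-normalized % inhibition with plate pattern correction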
NadD inh: inhibitors of Staphylococcus aureus NadD; inhibition, % at 20 µM; purified NadD enzyme, colorimetric absorbance read-out; hit rate 0.78% among 360,000; in the data active = inhibition above about 26%; note: some compounds past the cut are filed as inactive
Rpn11 block: inhibitors of human proteasome Rpn11. O00487. calls only at 20 µM. human 26S proteasome, Ub4-pepOG fluorescence polarization; 20S core pre-blocked with epoxomicin. hit rate 0.59% among 360,000;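 active = inhibition at 20 µM, scaled to each plate's controls, above about 33%, limit read from the data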
Target sequence (O00487 whole entry, looked up): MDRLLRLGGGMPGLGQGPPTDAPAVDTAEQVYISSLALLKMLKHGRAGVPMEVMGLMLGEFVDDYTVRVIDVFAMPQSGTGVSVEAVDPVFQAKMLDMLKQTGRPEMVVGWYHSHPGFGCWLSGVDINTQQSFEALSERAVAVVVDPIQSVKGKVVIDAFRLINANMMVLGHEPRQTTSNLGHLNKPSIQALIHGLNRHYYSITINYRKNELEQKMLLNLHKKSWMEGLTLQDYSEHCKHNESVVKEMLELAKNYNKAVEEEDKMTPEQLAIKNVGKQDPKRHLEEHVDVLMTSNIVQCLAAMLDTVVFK
LMPTP block: blocks human LMPTP phosphatase | recombinant LMPTP-A, OMFP fluorogenic substrate, fluorescence intensity | hit rate 0.22% among 360,000 | AID 651560 | inhibition, % at 20 µM;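 active = compounds that cut the enzyme signal by at least half of the control window in the single-dose screen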;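 note: plate controls were DMSO wells with enzyme plus substrate for no effect and substrate without enzyme for full effect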
Target sequence (P24666 whole entry, looked up): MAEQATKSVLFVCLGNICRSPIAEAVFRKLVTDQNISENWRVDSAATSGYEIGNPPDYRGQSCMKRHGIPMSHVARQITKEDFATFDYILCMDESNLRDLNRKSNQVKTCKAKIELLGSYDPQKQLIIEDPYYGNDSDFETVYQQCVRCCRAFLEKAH
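Test system: LMPTP-A phosphatase enzyme. Amount: LMPTP-A at 0.625 nM final in the reaction. Reagent: OMFP substrate, 400 µM final. Times: 50 min at room temperature. Signal: endpoint fluorescence intensity from OMFP dephosphorylation. Read-out basis: % inhibition. Benchmarks: no-enzyme and uninhibited controls.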
* hit, by the source's call; i = inactive; · = no result given.

Start of the data: the first 5 records, to show the layout:
SMILES	DNMT1 inh	SUMO1 PPI mod	MT1-MMP act inh	NRP1-CendR mod	Scp1 inh	SKN-1 block	STEP inh	NadD inh	Rpn11 block	LMPTP block
CCOC(=O)Cc1nc2nc(C)cc(C)n2n1	0	-3	0	4	36	5	-2	3	i	-0.1
Cc1cc(C)n(CCCN2CCC(C(=O)Nc3cccc(-c4cccc(F)c4)c3)CC2)n1	-1	-15	0	6	4	4	-1	-3	i	0.4
CN(CC(=O)Nc1ccc(Cl)cc1)C(=O)c1cc(-c2cccs2)nn1-c1ccccc1	-24	-1	3	-5	-6	2	3	1	i	5.0
O=C(Cn1c(=S)nc2ccccn21)N1CCc2ccccc2C1	-4	4	5	-7	-7	28	-5	10	i	-0.5
Cc1ccc(-c2ccc(C3=CC(=O)CC(C)(C)C3=O)cc2)cc1	5	-10	3	4	·	-8	2	0	i	-0.2

Results, previewed entries included:
SMILES	DNMT1 inh	SUMO1 PPI mod	MT1-MMP act inh	NRP1-CendR mod	Scp1 inh	SKN-1 block	STEP inh	NadD inh	Rpn11 block	LMPTP block
CCOC(=O)Cc1nc2nc(C)cc(C)n2n1	0	-3	0	4	36	5	-2	3	i	-0.1
Cc1cc(C)n(CCCN2CCC(C(=O)Nc3cccc(-c4cccc(F)c4)c3)CC2)n1	-1	-15	0	6	4	4	-1	-3	i	0.4
CN(CC(=O)Nc1ccc(Cl)cc1)C(=O)c1cc(-c2cccs2)nn1-c1ccccc1	-24	-1	3	-5	-6	2	3	1	i	5.0
O=C(Cn1c(=S)nc2ccccn21)N1CCc2ccccc2C1	-4	4	5	-7	-7	28	-5	10	i	-0.5
Cc1ccc(-c2ccc(C3=CC(=O)CC(C)(C)C3=O)cc2)cc1	5	-10	3	4	·	-8	2	0	i	-0.2
COc1ccc(N=C2NC(=O)C(CC(=O)NCCc3ccc(OC)c(OC)c3)S2)cc1 (stereo not drawn)	5	2	9	11	-3	1	2	-7	i	0.3
COc1ccc(-n2c(C)nnc2SCC(=O)Nc2ccccc2F)cc1	0	-2	-1	2	-5	-9	1	2	i	-0.1
CN(C(=O)CSc1nc(N)c2c3c(sc2n1)CSC(C)(C)C3)c1ccccc1	-13	3	1	-8	-2	7	-2	10	i	1.4
C=C(C)Cn1c2ccc(NC(=O)NCC)cc2c(=O)n1C	-5	1	-2	2	·	7	-2	-4	i	1.5
Cc1ccc(C)c(Cn2c(O)c(N=NC(=S)Nc3ccccc3F)c3ccccc32)c1	4	-2	2	10	-12	4	0	20	i	3.1
O=C(Cc1c[nH]c2ccccc12)NCc1ccc(Cl)cc1Cl	-8	0	-1	1	-7	2	5	-5	i	0.9
COc1ccc2c(ccc[n+]2CC(=O)c2ccc(C)cc2)c1	5	-31	-6	-3	-3	1	0	-1	i	-1.5
COc1ccccc1C(=O)C1CCCN(Cc2ccc3c(c2)OCCO3)C1 (stereo not drawn)	17	-1	-3	15	-6	-3	1	-5	i	-0.4
O=C(CNC(=O)c1ccco1)OCN1C(=O)c2ccccc2C1=O	1	-1	-7	2	-5	6	6	3	i	-1.0
COC(=O)[C@H](NC(=O)c1cc(-c2ccccc2)sc1N)C(C)C	·	-9	0	-14	·	-7	·	·	·	2.5
Cc1ccccc1N1CCN(C2CCCN(C(=O)c3noc4c3CCCC4)C2)CC1 (stereo not drawn)	-2	-2	-4	6	-2	10	0	1	i	-0.7
COC(=O)CNc1nc(C2CC2)nc2c1nnn2Cc1ccccc1Cl	6	4	-1	8	-6	2	-3	-5	i	0.3
CC(=O)N/N=C(/c1ccccc1)C(O)c1ccccc1 (stereo not drawn)	2	2	2	-1	-3	-6	0	-3	i	-0.2
O=C(NC1CCCCC1)c1ccc(S(=O)(=O)c2ccccc2)cc1	1	-6	1	10	-11	11	1	-9	i	-1.9
CC(C)[C@H]1COCCS(=O)(=O)N1Cc1ccccc1-c1ccc(F)cc1	3	5	-4	-4	1	-9	2	-6	i	0.8
COCCNC(=O)Cn1cc(C(=O)c2ccco2)c2ccccc21	17	0	1	10	-3	18	-1	-2	i	0.6
COC(=O)c1cc(S(=O)(=O)NCC2CCN(Cc3ccc(Cl)cc3)CC2)cn1C	-2	-5	2	0	3	-11	-5	1	i	-1.2
COc1cccc2cc(C(=O)OC3CCN(C)CC3)c(=O)oc12	0	-18	3	-7	-6	6	0	-2	i	-1.4
CC(=O)N[C@H]1C(O)O[C@H](CO)[C@@H](O)[C@@H]1O (stereo partly drawn)	6	4	3	-12	-9	7	-4	3	i	-0.1
O=C(c1cc(N2C(=O)C3C4CCC(C4)C3C2=O)ccc1Cl)N1CCN(c2ccc(F)cc2)CC1 (stereo not drawn)	46	15	-2	2	-1	9	-1	4	i	-0.8
CC(NC(=O)c1cc(COc2cccc(C(F)(F)F)c2)on1)c1nccs1 (stereo not drawn)	2	7	-1	0	-4	9	-1	-4	i	1.4
CSc1ccccc1NC(=O)c1ccoc1C	5	-1	-4	-7	-3	-25	-1	-2	i	-2.3
Cc1ccc(CCNC(=O)C2CCCN(S(=O)(=O)c3c(C)noc3C)C2)cc1 (stereo not drawn)	2	2	15	-2	0	-6	1	5	i	0.1
CCCc1cc(=O)n2[nH]c(C)cc2n1	2	2	1	-10	0	10	2	-1	i	-1.1
COc1cc2c(cc1NC(=O)Nc1cccc(C)c1)oc1ccccc12	-14	-5	0	-3	-15	-23	0	-7	i	1.9
CC(C)(C)C(=O)C(Cc1ccccc1Cl)n1cncn1 (stereo not drawn)	-1	-1	-4	-6	0	-2	-2	3	i	0.8
COC(=O)c1ccc(-n2c(C)cc(/C=N/Nc3nc(C)cc(=O)[nH]3)c2C)cc1	-16	-7	0	-4	1	-8	0	10	i	3.6
NC(=O)c1ccc(-n2nnnc2SCc2ccc(F)cc2)cc1	-3	-2	2	16	3	9	0	1	i	0.5
CCOc1cccc(C2/C(=C(/O)c3ccc4c(c3)CC(C)O4)C(=O)C(=O)N2CCN2CCOCC2)c1 (stereo not drawn)	-1	-11	-4	-1	-6	7	4	10	i	-0.5
COC(=O)[C@@H]1CCCN1Cc1c(C(=O)N2CCOCC2)nc2c(C)cccn12	-3	-1	-2	-3	1	-7	-1	-2	i	-0.4
O=C(Nc1cccc(C(=O)N2CCCCC2)c1)C1CCC1	5	-1	5	-10	-8	11	2	6	i	-1.5
Cc1ccc(NC(=S)N2CCC(c3ccc(C)cc3)C2)cc1 (stereo not drawn)	-1	1	7	-11	2	2	30	1	i	0.2
COCC(=O)N(C)C[C@H]1N[C@@](Cc2ccccc2)(C(=O)OC)[C@H]2C(=O)N(C)C(=O)[C@@H]12	2	-5	2	-3	10	-11	-2	4	i	-0.7
CCn1c(=O)cc(OCC(=O)N2CCCCCC2)c2ccccc21	6	-1	6	6	-5	14	1	1	i	-0.6
COC(=O)c1ccc(C)c(NC(=O)c2ccc(Cn3cc([N+](=O)[O-])cn3)o2)c1	0	-7	3	-7	-8	3	1	-4	i	-0.7
CCn1c(-c2ccc(C(C)(C)C)cc2)n[nH]c1=S	-1	-1	3	0	-8	12	-2	-2	i	-0.3
O=C(Oc1ccc(-c2nnco2)cc1)C1CCN(C(=O)c2ccc(F)cc2)CC1	4	6	-3	0	-3	2	1	2	i	-0.6
COc1ccc(/C=C\C(=O)NCc2ccc3c(c2)cc(C)n3C)cc1OC	-26	-10	7	0	-6	28	0	8	i	5.8
CC(C)C[C@H](NC(=O)OC(C)(C)C)C(=O)N1CCC(C(=O)O)CC1	-2	-5	-1	5	-4	2	4	-7	i	0.1
CN(C)C=NC(=O)c1cccn1-c1ncc(C(F)(F)F)cc1Cl	-2	5	3	8	-4	2	3	-4	i	-0.2
COc1cc(-c2cc(C(=O)Nc3ccccc3N3CCOCC3)c3ccccc3n2)cc(OC)c1OC	-6	-4	-8	13	1	-4	-1	-8	i	3.6
COC(=O)c1ccccc1NC(=O)NC1CC1	1	0	-3	3	-1	-2	-1	-1	i	-2.4
CC1CCCCN1C(=O)c1cc2nc(-c3ccccc3)cc(-c3ccccc3)n2n1 (stereo not drawn)	-10	7	-11	4	-7	1	4	5	i	7.9
CC(C)c1cc(C(=O)N/N=C/c2ccoc2)c(O)c(C(C)C)c1	14	-1	-1	2	39	-3	3	-2	i	2.9
C/C(=N\Nc1ccc([N+](=O)[O-])cc1[N+](=O)[O-])c1cccnc1	15	-29	7	1	-4	10	1	-2	i	0.7
O=C(CCCc1ccccc1)N1CCN(c2ccc([N+](=O)[O-])cc2)CC1	-1	-26	1	-6	-10	-18	0	-4	i	0.4
COc1cccc2cc(C(=O)NCCc3ccccc3)oc12	-2	0	-5	-5	-8	10	-3	-5	i	0.5
O=C1CC(C(=O)Nc2ccc(Cl)cc2[N+](=O)[O-])C2(CCCCC2)O1 (stereo not drawn)	4	-22	2	-6	-6	4	-1	0	i	-2.2
O=c1[nH]c(CSc2ccccn2)nc2ccccc12	-2	2	0	2	-10	-4	2	1	i	-0.1
FC(F)(F)c1nc(-c2ccccc2)ncc1-c1nnnn1-c1ccccc1	4	0	1	8	-4	7	4	-4	i	4.6
Cc1cc(C)nc(SCc2nnc(SCC(=O)NCc3ccco3)n2-c2ccccc2)n1	1	-2	-2	-20	41	-18	7	4	i	0.3
CCOC(=O)Cc1csc(NC(=O)C(C)(C)C)n1	-2	-1	-2	-8	-6	-5	-6	-1	i	-2.3
Cc1ccc(/C=C2\SC(=S)N(CCCC(=O)Nc3ccccn3)C2=O)cc1	0	-15	6	-3	11	-5	1	11	i	-0.1
O=[N+]([O-])c1cccnc1Sc1ccc(F)cc1	-1	-32	1	-7	-7	15	-2	-1	i	-0.3
Cc1cccc(Nc2ncnc3onc(-c4ccc(F)cc4)c23)c1C	2	4	-3	-5	-14	7	1	-2	i	-0.4

Next section:
SMILES	DNMT1 inh	SUMO1 PPI mod	MT1-MMP act inh	NRP1-CendR mod	Scp1 inh	SKN-1 block	STEP inh	NadD inh	Rpn11 block	LMPTP block
CCOC(=O)c1c(NC(=O)C2C3C=CC(C3)C2C(=O)O)sc2c1CCCC2 (stereo not drawn)	2	1	-3	-4	-1	5	3	8	i	1.0
Cc1nc(N2CCC(C)CC2)c2c(C)c(C(=O)O)sc2n1	7	3	-4	-5	3	-12	0	0	i	-2.8
O=C(COC(=O)/C=C/C(=O)OCC(=O)NC12CC3CC(CC(C3)C1)C2)NC12CC3CC(CC(C3)C1)C2	-9	4	0	-4	-14	10	0	6	i	0.9
CC(C)(C)C1CCC(OCC(O)CN2CCN(c3ccccc3)CC2)CC1 (stereo not drawn)	3	4	2	5	-7	22	1	-6	i	-2.5

Screening results deposited in PubChem by Sanford-Burnham Center for Chemical Genomics.
